# mcGAS MS inh: inhibitors of mouse cGAS; inhibition, % at 12.5 µM; Q8C6L5; 130,000 compounds, 0.18% hits; recombinant mouse cGAS, cGAMP by RapidFire MS;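 active = inhibition of cGAS enzyme activity at or above 60%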;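 note: enzyme stimulated by 45 bp dsDNA with ATP and GTP substrates; cGAMP share of summed cGAMP plus half ATP and half GTP signals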
# Target sequence (Q8C6L5 whole entry, looked up): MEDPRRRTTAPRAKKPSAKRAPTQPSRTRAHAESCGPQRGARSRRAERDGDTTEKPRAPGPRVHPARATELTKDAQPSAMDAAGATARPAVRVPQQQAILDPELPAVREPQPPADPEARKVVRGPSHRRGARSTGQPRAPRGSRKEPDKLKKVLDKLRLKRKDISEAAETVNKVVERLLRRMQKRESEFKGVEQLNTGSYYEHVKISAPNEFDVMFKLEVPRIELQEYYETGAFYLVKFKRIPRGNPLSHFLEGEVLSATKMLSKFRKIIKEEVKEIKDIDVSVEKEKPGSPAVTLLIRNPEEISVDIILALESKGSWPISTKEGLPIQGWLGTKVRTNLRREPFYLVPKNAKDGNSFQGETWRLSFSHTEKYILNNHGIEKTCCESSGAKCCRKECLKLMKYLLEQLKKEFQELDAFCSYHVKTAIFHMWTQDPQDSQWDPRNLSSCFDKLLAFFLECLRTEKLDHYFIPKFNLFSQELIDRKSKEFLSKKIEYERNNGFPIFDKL
# The depositor's hits bear a star; & = joins results of further samples.
entry | structure | mcGAS MS inh
1 | COc1ccc2c(c1)CC(C(=O)N1CCC(CCC(=O)Nc3ccccc3)CC1)CO2 (centres undefined) | -12&1
2 | C=CCN(C)c1nc(-c2cccnc2)nc2c1CNC2 | -14
3 | CNC(=O)c1ccc(C2CCCN2Cc2cc3cc(OC)ccc3[nH]c2=O)s1 (centres undefined) | -17
4 | Cc1cc(C)c(N(Cc2ccccc2)S(=O)(=O)c2ccc(OCCNC(=O)c3cc4ccccc4o3)cc2)c(C(=O)NO)c1 | -9
5 | O=C1C(=O)N2C(=C1C(=O)c1ccccc1)c1ccccc1CC21CCCC1 | -1
6 | CCOC(=O)c1ccc(S(=O)(=O)Nc2nc(C3CC3)no2)cc1 | 0
7 | O=C(CN(Cc1ccco1)C(=O)C1CC=CCC1)Nc1ccccc1Br (centres undefined) | -7
8 | O=[N+]([O-])C(C=Nc1ccccc1)=CNc1ccccc1 | -11
9 | C=C[C@@](C)(O)CCC1C(=C)CCC2[C@@](C)(CO)CCC[C@]12C (some centres undefined) | -6
10 | CN(Cc1ccc(N2CCCCC2)cc1)S(=O)(=O)c1ccsc1C(=O)O | 5
11 | O=C(O)c1scnc1C1CC1 | 0
12 | Nc1ccc(S(=O)(=O)Nc2nccc(C(F)(F)F)n2)cc1 | 2
13 | CN(CCC1CCOCC1)C(=O)c1ccc(OC2CCN(C(=O)C3CC3)CC2)cc1 | -3
14 | O=C(COc1ccc2c(c1)OCO2)N1N=C2C(=Cc3ccco3)CCCC2C1c1ccco1 (centres undefined) | -6
15 | CCCN1CCC(N(C)CCN(C)C)CC1 | 4
16 | CCCc1cc(C(=O)N(CCC)C2CCc3ccccc3C2)n[nH]1 (centres undefined) | 3
17 | COC(=O)Cn1c(=O)c2c(nc3n(CC4CCCO4)c(C)c(C)n23)n(C)c1=O (centres undefined) | -6
18 | Cc1sc2nc(NC3CCCCC3)[nH]c(=O)c2c1-c1ccccc1 | 0
19 | COc1ccc(CC(=O)Nn2cnc3c(cnn3C(C)(C)C)c2=O)cc1OC | -2
20 | CCOC(=O)c1ccc(NC(=O)CSc2ccc3nc(-c4ccc(OC)cc4)cn3n2)cc1 | -7
21 | Cc1nc(CCN)cc(N(C)Cc2nc(-c3cccnc3)no2)n1 | 6
22 | Cc1cccc2c1NC(c1ccccc1Br)NC2=O (centres undefined) | -8
23 | CC1CCCN(C2=C(NS(=O)(=O)c3ccc(Cl)cc3)C(=O)c3ccccc3C2=O)C1 (centres undefined) | -3
24 | CCOc1ccc2oc(C)c(C(=O)N3CC[C@H]4CC[C@@H](C3)N4)c2c1 | -13
25 | CC(C)(C)C(=O)NC1C2CC3CC(C2)CC1C3 (centres undefined) | -5
26 | COc1cc(OC)c(-c2nccn2CCc2ncc[nH]2)cc1OC | 11
27 | CCOC(=O)C1CCCN(C(=O)c2cc(F)c(-n3ccnc3-c3ccccc3)cc2F)C1 (centres undefined) | -5
28 | Cc1cnc(-c2ccccc2NC(=O)C2CC2c2cccc(F)c2F)[nH]1 (centres undefined) | -6
29 | COc1ccc(/C=C/C(=O)N(C)Cc2ccc(Br)cc2)c(OC)c1 | 3
30 | O=C(NCc1nnc2n1CCC2)N1CCCC(N2CCCC2)C1 (centres undefined) | -3

# The closing 3 entries of the part before lead into the next:
entry | structure | mcGAS MS inh
28 | Cc1cnc(-c2ccccc2NC(=O)C2CC2c2cccc(F)c2F)[nH]1 (centres undefined) | -6
29 | COc1ccc(/C=C/C(=O)N(C)Cc2ccc(Br)cc2)c(OC)c1 | 3
30 | O=C(NCc1nnc2n1CCC2)N1CCCC(N2CCCC2)C1 (centres undefined) | -3
31 | CCCCN1CCN(c2nc3c(c(=O)[nH]c(=O)n3C)n2Cc2ccc(Cl)c(Cl)c2)CC1 | 1
32 | Nc1ccccc1-c1nnnn1C1CC1 | 1
33 | Nc1nc(COc2ccc(F)cc2F)nc(Nc2ccccc2)n1 | 1
34 | C=CCn1c(C)c(C)n2c3c(=O)n(Cc4ccc(F)cc4)c(=O)n(C)c3nc12 | -8
35 | CC1=C(C(=O)Nc2ccccc2)C(c2ccc(Br)cc2)n2nc(CCCO)nc2N1 (centres undefined) | -5
36 | CCc1cc(CNC(=O)NC2CCN(c3ccc(F)cc3F)C2)[nH]n1 (centres undefined) | -1
37 | O=C(c1ccc(N2CCCCC2=O)cc1)N1CCN(S(=O)(=O)c2ccc(F)cc2)CC1 | 7
38 | c1cc(N2CCN(c3nccn4ccnc34)CC2)ccn1 | -4
39 | CN1CCCc2cc(CNCC3CNc4ccnn4C3)ccc21 (centres undefined) | -5
40 | CCOc1ccc(N2C(=O)CC(/C=C3/N(C)c4ccccc4C3(C)C)C2=O)cc1 (centres undefined) | -10
41 | CCN(CC)c1nccc(-c2cc(C(=O)O)ccn2)n1 | -9
42 | Cc1cc(=O)[nH]c(-n2nc(C)c(CCC(=O)Nc3cc(C)on3)c2C)n1 | -4
43 | CC(C)c1cc(C(=O)N[C@@H]2C[C@@H](CO)N(C)C2)on1 | -17
44 | Cn1c(-c2ccco2)n[nH]c1=S | -1
45 | COCC(=O)N1CCCN(Cc2ncc[nH]2)CC1 | -8
46 | Cn1nc(Br)c2c(NC(CO)C(C)(C)C)ncnc21 (centres undefined) | -11
47 | CN1CC2(CCCN(C(=O)c3cc4sccc4[nH]3)CC2)OC1=O (centres undefined) | -14
48 | Cc1ccccc1Cn1c(=O)c2c(nc3n(CCCN(C)C)c(C)cn23)n(C)c1=O | -29
49 | O=C(NNC(=S)NC1CC1)C(=O)NNC(=S)NC1CC1 | -7
50 | CC(O)(c1cccnc1)c1nc(-c2ccc3ccccc3c2)cs1 (centres undefined) | 8
51 | Cc1cc(CN(C)C(=O)[C@H]2C[C@@H](C(=O)O)N(C)[C@H]2c2ccccc2F)no1 | -21
52 | COC(=O)c1ccccc1C(=O)N1CCCC(C(=O)c2ccccc2OC)C1 (centres undefined) | -9
53 | COc1ccc2sc(N(CCN3CCOCC3)C(=O)c3ccc([N+](=O)[O-])o3)nc2c1 | -5
54 | CC(C)NC(=O)CNC(=O)CSc1cccs1 | -11
55 | CCN(CC)C(=O)Cc1ccc(NC(=O)NC(C)CCN(C)C)cc1 (centres undefined) | -10
56 | Clc1ccc(C(Cn2ccnc2)OCc2ccsc2Cl)c(Cl)c1 (centres undefined) | -2
57 | O=S(=O)(NCCc1cccs1)c1c(Cl)cc(Br)cc1Cl | -2
58 | C=CCn1c(=O)c2c(nc3n(-c4ccccc4N)c(C)c(C)n23)n(C)c1=O | 0
59 | O=C(CC1CSc2nc3c(c(=O)n21)CCCC3)NCc1ccc(F)cc1 (centres undefined) | -7
60 | O=C(c1cn(C2CCCCC2)nn1)N1CCOc2ccc(Cl)cc2C1 | -2

# Entries from the list above with a furan ring, fused or not (6):
entry | structure | mcGAS MS inh
4 | Cc1cc(C)c(N(Cc2ccccc2)S(=O)(=O)c2ccc(OCCNC(=O)c3cc4ccccc4o3)cc2)c(C(=O)NO)c1 | -9
7 | O=C(CN(Cc1ccco1)C(=O)C1CC=CCC1)Nc1ccccc1Br (centres undefined) | -7
14 | O=C(COc1ccc2c(c1)OCO2)N1N=C2C(=Cc3ccco3)CCCC2C1c1ccco1 (centres undefined) | -6
24 | CCOc1ccc2oc(C)c(C(=O)N3CC[C@H]4CC[C@@H](C3)N4)c2c1 | -13
44 | Cn1c(-c2ccco2)n[nH]c1=S | -1
53 | COc1ccc2sc(N(CCN3CCOCC3)C(=O)c3ccc([N+](=O)[O-])o3)nc2c1 | -5

# (continued)
entry | structure | mcGAS MS inh
61 | C=CCC(NC(=O)Nc1ccc(S(C)(=O)=O)cc1)c1ccncc1 (centres undefined) | -2
62 | CCNC(=O)N1CC(C(=O)NC(C)c2ccccc2)CC(c2ccc(F)c(C)c2)C1 (centres undefined) | -7
63 | CCN(CC)CCSc1ccc(-c2ccccc2)nn1 | -12
64 | COc1coc(C(=O)Nc2nc(C)cs2)cc1=O | -8
65 | CCC(Sc1nc2c(sc3ccccc32)c(=O)n1CCCOC)C(=O)NC1CCCC1 (centres undefined) | -3
66 | Cc1ccccc1C(=O)NCC1CN(c2ccc(F)cc2)C(=O)O1 (centres undefined) | -5
67 | Cc1ccccc1CN1CCC(CN(Cc2cccnc2)C(=O)c2ccccn2)CC1 | -1
68 | CC(C)c1nc(CN2CCC3(C2)NC(=O)N(C(C)C)C3=O)no1 (centres undefined) | -8
69 | O=[N+]([O-])c1cc(S(=O)(=O)N2CCCC2)ccc1NN=Cc1ccco1 | -9
70 | CCC(C)NC(=O)COC(=O)c1n[nH]c2ccccc12 (centres undefined) | -4
71 | CS(=O)(=O)c1ccc(CC(=O)Nc2nnc(-c3cc4ccccc4o3)o2)cc1 | -3
72 | O=C(c1ccc(Cl)cc1)c1ccsc1 | 2
73 | COc1ccc(C(=O)N2CCc3c(nc(-c4ccncc4)nc3N(C)C)C2)cc1C | -6
74 | O=C(Cn1ccnc1)N1CCCC(CCc2ccc(F)cc2)C1 (centres undefined) | -4
75 | CCCn1ccnc1-c1c(-c2ccccc2)ncn1CCS(C)(=O)=O | -13
76 | CC(C)S(=O)(=O)NC(=O)C1(C)CCN1C(=O)Cc1ccccc1Cl (centres undefined) | -5
77 | CC(=O)NCC1=CCCN(Cc2nc3ccsc3c(=O)[nH]2)C1 | -16
78 | CCc1c2ccc(C)n2cc[n+]1C | 1
79 | Cc1cc(C(=O)OCC(=O)NN2C(=O)NC3(CCC(C)CC3)C2=O)c(C)o1 (centres undefined) | -1
80 | CCOC(=O)C1(C)CCCN1C(=O)c1ccc(N(C)C)cc1 (centres undefined) | 1
81 | CC(=O)c1ccccc1-c1ccc(-c2ccnc(C)c2-c2nn[nH]n2)cc1 | -4
82 | COc1ccc(Nc2nc(NCc3ccccc3OC)nc3[nH]ncc23)cc1 | -4
83 | COc1cccc(C2(C(=O)NCc3cnn(C)c3)CCCC2)c1 | -3
84 | O=c1c2cnc(N3CCOCC3)nc2ccn1-c1ccc(Cl)c(Cl)c1 | 0
85 | c1cc2c(cc1OC1CCNCC1)CCC2 | -8
86 | S=C(Cc1nc(-c2ccccc2)cs1)N1CCOCC1 | 0
87 | CCNC(=O)C1CCN(C2CCc3c(F)ccc(F)c32)CC1 (centres undefined) | -20
88 | CC(C)CC(=O)C(=O)N1CCC2(CCCN(CC3CCCCC3)C2=O)C1 (centres undefined) | -11
89 | Cn1nnnc1SCc1nc(-c2cccc(C(F)(F)F)c2)no1 | -8
90 | CC(CC#N)NC(=O)c1c(-n2cccc2)sc2c1CCSC2 (centres undefined) | -9
91 | c1ccc(-n2c(SCc3cn4ccsc4n3)nc3ccccc32)cc1 | 1
92 | CC1CCCCN1CCCNC(=O)Nc1cccc2ccccc12 (centres undefined) | -12
93 | CSc1nc2nc(C)c(CCC(=O)NCCc3ccccc3)c(C)n2n1 | -7
94 | N#Cc1c(-c2ccc(F)cc2)cc(-c2cccnc2)nc1N | 7
95 | CSc1nc(N2CCCCC2)c2cnn(CCN)c2n1 | -6
96 | O=C(O)C1CCCN1C(=O)CN1C(=O)C2C3C=CC(C3)C2C1=O (centres undefined) | -1
97 | Clc1ccccc1N=c1oc2ccc(Br)cc2cc1-c1nc2ccccc2[nH]1 | -11
98 | CCOC(=O)CC(C)=NNC(N)=S | -3
99 | Cc1ccnn1-c1ccc(C(=O)NCCC(=O)N2CCCC2)cc1 | -5
100 | Cc1ccc(CNC(=O)c2cn(C)c3c(=O)n(-c4ccc(Cl)cc4)c(=O)[nH]c23)cc1 | -27
101 | CNC(C(=O)O)c1ccccc1C(F)(F)F (centres undefined) | 4
102 | Cc1cc(NC(=O)CN2CCCC2c2cccc(N(C)C)c2)on1 (centres undefined) | -6
103 | COc1ccc(C(=O)NCCN2CCn3cc(OCc4ccccc4)c(=O)cc3C2=O)cc1 | -6
104 | Cc1cccc(OC(C)C(=O)Nc2ccc(Cl)cc2F)c1 (centres undefined) | -9
105 | CCCC(=O)N1CCC1(C)C(=O)NCc1cc(F)ccc1F (centres undefined) | -7
106 | CCCS(=O)(=O)c1c(S(=O)(=O)CCC)c2ccccn2c1C(=O)N/N=C\c1ccncc1 | -14
107 | COc1ccccc1N1C[C@@H]2C[C@@H](c3ccc(C#CCCO)cc3)N3CCC[C@@]23C1=O | 0
108 | O=C(NCc1ccccn1)c1cccnc1Oc1ccc(Cl)cc1 | -2
109 | O=C(NCC1CCCN(Cc2cccn2-c2cccnc2)C1)c1n[nH]c2ccccc12 (centres undefined) | 2
110 | CCCCc1ccc(S(=O)(=O)NC(=O)C2(C)CCN2C(=O)C/C=C/c2ccccc2)cc1 (centres undefined) | -13
111 | O=C(c1cn(Cc2ccc(F)cc2)nn1)N(CC1CCC1)CC1CCCO1 (centres undefined) | -8
112 | Cn1c(=O)[nH]c(=O)c2[nH]c(SCC(=O)O)nc21 | 28
113 | O=C(CNC(=O)c1ccc(Oc2ccccc2)cc1)NC1CCC(O)CC1 (centres undefined) | 2
114 | CCC1C=CCN1C(=O)c1cnn2cc(CN(CC)CC)cnc12 (centres undefined) | -15
115 | CN(CCC(N)=O)C(=O)c1cc2c(-c3ccccc3)nn(C)c2s1 | -17
116 | Cc1ccc(/C=C/C(=O)N(Cc2cccs2)C2CC2)s1 | -6
117 | N#Cc1cc(S(=O)(=O)N2CCOCC2)ccc1F | -2
118 | CN1CCC(O)(CNc2ccnc(C(=O)NCc3cccnc3)c2)CC1 | -40
119 | Cc1ccc(C(=O)Nc2ccccc2CC(N)=O)cc1F | -10
120 | CCCCn1c(=O)c2c(nc3n(C(C)c4ccccc4)c(C)cn23)n(C)c1=O (centres undefined) | -11

# The list continues:
entry | structure | mcGAS MS inh
121 | CC(C)c1cc(C(=O)N2CCCC3(CC2)CN(C)C(=O)O3)no1 (centres undefined) | -19
122 | Oc1ccc(C=NNc2ccc(C(F)(F)F)cn2)cc1O | -3
123 | COc1cccc(NC(=O)CCC2CCN(C(=O)c3cc(C)oc3C)CC2)c1 | -3&3
124 | O=C1NCC2(CCCN(C(=O)c3coc4c3C(=O)CCC4)CC2)O1 (centres undefined) | -37
125 | O=S(=O)(c1cc(Cl)cc(Cl)c1O)N1CCCC1 | -3
126 | Oc1oc(-c2cccc3ccccc23)nc1C=Nc1ccc(F)c(Cl)c1 | 10
127 | Cc1cn(-c2ccc(Br)cc2)[nH]c1=O | -23
128 | Cn1ccnc1P(=O)(O)c1ccccc1 | 1

# Screen by screen, quoted from above.
# mcGAS MS inh for nos. 48–58 → -29, -7, 8, -21, -9, -5, -11, -10, -2, -2, 0

# Not all compounds are listed. The share of hits here may be higher or lower than overall.
